Bioassay records as filed in PubChem BioAssay.
ERa SRC1 pot: enhances coactivator binding to human estrogen receptor alpha | TR-FRET ERalpha-LBD/SRC-Cy5 coactivator binding, 2 h; 100 = basal binding, no effect | 86,000 compounds, 1.3% hits | P03372 | coactivator binding (% of control), % at 25.6 µM; in the data active means activity above about 200%;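 further: binding measured in presence of low estradiol as agonist stimulus; 0% = peptide alone without receptor and 100% = receptor with peptide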
Fibroblast inh: blocks proliferation of human lung fibroblasts; viability, % at 10 µM; 85,000 compounds, 1.1% hits; LL 47 human lung fibroblast viability, ATP luminescence; stronger effect = lower value;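 active means viability at or below 50% in the single dose screen; inactive means viability above 50%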;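 further: compound exposure lasted 72 h before the ATP readout; 100% = median luminescence of untreated cell-only wells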
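Test system: LL 47 human lung fibroblasts; Quantity: 1,150 cells/well; Buffer or medium: IMEM plus 15% FBS; Dosing: tenfold compound dosing solution, DMSO at 0.1%; Timing: overnight cell rest, 72 h compound treatment at 37 °C; Detection: ATP-based CellTiter-Glo luminescent readout; Read-out basis: viability percentage against median untreated-cell control; Controls: cell-only wells, no compound.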
ERa coact inh: ER-alpha (human) coactivator binding inhibition | inhibition, % at 25.6 µM | TR-FRET ER-alpha LBD / SRC-1 peptide, estradiol-bound | P03372 | 86,000 compounds, 1.7% hits; in the data active means inhibition above about 50%;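 further: 0% = receptor plus peptide control and 100% = peptide only without receptor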
ERb SRC1 inh: blocks coactivator binding to human estrogen receptor beta; Q92731; TR-FRET ER-beta LBD / SRC1-Cy5 peptide binding; receptor agonist-loaded with 1 µM estradiol; inhibition, % at 25.6 µM; 86,000 compounds, 1.3% hits;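 active means compounds whose percent inhibition of the receptor-coactivator binding signal exceeds about 50% in the single-dose screen, limit read from the data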;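 further: 0% = receptor plus peptide wells without compound and 100% = peptide-only wells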
Target sequence (Q92731 whole entry, looked up, the tested form may be a part): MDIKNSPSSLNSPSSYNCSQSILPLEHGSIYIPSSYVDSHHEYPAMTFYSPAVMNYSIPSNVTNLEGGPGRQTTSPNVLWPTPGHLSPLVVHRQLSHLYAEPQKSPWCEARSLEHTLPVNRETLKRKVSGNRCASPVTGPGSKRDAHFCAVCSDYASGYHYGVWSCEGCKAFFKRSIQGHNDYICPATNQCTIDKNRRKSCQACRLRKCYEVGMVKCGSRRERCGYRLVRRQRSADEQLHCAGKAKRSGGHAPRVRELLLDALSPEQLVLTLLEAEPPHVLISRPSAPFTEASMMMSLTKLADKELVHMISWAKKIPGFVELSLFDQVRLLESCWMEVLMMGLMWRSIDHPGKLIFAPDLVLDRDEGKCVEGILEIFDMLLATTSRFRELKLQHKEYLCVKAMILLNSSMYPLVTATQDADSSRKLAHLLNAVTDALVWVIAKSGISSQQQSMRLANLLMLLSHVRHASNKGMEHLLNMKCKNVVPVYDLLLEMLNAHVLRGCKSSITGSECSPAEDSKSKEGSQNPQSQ
sEH act: soluble epoxide hydrolase (human) activation; AID 717; activation, % at 2 µM; P34913; purified human sEH enzymatic activity, activator screen; 91,000 compounds, 0.04% hits; in the data active means activation above about 37%; further: values of inactives mirror those of a sister screen read the other way
Target sequence (P34913 whole entry, looked up): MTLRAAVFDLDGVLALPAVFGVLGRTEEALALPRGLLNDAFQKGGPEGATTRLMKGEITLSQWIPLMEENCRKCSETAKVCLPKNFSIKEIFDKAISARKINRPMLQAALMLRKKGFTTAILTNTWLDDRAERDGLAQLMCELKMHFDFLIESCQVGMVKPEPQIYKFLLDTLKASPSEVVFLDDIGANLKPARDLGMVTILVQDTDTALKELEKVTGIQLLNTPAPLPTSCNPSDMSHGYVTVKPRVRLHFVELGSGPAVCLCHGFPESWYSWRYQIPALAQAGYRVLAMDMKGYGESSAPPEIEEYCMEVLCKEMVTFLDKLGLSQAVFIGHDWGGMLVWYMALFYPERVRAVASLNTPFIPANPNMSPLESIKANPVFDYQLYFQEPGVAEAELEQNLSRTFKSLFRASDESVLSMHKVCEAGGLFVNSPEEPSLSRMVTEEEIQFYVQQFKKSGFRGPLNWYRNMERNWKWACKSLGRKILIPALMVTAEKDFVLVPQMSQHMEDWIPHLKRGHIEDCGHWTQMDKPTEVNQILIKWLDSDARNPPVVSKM
H69AR growth 86K: blocks growth of human H69AR lung tumor cells; H69AR lung tumor viability, ATP luminescence, 72 h; stronger effect = lower value; viability, % at 10 µM; 85,000 compounds, 6% hits; AID 598;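 active means viability at or below 40%; inactive means viability above 40%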;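 further: multidrug resistant small cell line overexpressing MRP-1 efflux transporter; 100% = mean luminescence of untreated control wells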
HUVEC inhibit: human endothelial cell proliferation inhibition; viability, % at 10 µM (by protocol); AID 648; 86,000 compounds, 1.1% hits; HUVEC proliferation, CellTiter-Glo luminescence, 72 h; stronger effect = lower value;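 active means viability at or below 30%; inactive means viability above 30%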;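 further: 100% = median luminescence of DMSO-only cell control wells on each plate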
Calb biofilm kill: kills Candida albicans biofilms | C. albicans biofilm + clotrimazole, Alamar Blue | 85,000 compounds, 0.14% hits | AID 834 | inhibition, % at 6 µM;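 active means inhibition above 20%; inactive means inhibition below 20%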;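 further: preformed 24 hr biofilms exposed to compound for 48 hr; 0% = biofilm without compound and 100% = blank killed by clotrimazole plus chlorhexidine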
Smad3 FoxH1 inh: Smad3 (human) transcription factor binding inhibition; TR-FRET Smad3/Dy647-FoxH1 peptide binding, europium anti-His; inhibition, % at 25 µM; 88,000 compounds, 0.29% hits;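 active means compounds that reduce the energy-transfer binding signal between the protein and its labelled peptide by more than half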;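 further: 0% = Smad3 plus labelled peptide maximal FRET and 100% = peptide-only background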
Active calls of the source: *; nt = no result given; [ ] = dose if it differs, or a comment. Some of the compounds tested; rates above refer to the full screens.

SMILES	ERa SRC1 pot	Fibroblast inh	ERa coact inh	ERb SRC1 inh	sEH act	H69AR growth 86K	HUVEC inhibit	Calb biofilm kill	Smad3 FoxH1 inh
Cc1cccc(N2CCN(C(=O)C(C)n3nc(C)n4c(cc5occc54)c3=O)CC2)c1C (stereo not drawn)	100	91	-8	-10	7	83	72	-4	-7
CCOC(=O)C(C)c1nn(C)c(=O)c2ccccc12 (stereo not drawn)	128	103	5[fluorescence artefact?]	-10[fluorescence artefact?]	5	109	91	1	4
CCOCCCNC(=O)C1CCN(S(=O)(=O)N2CCCCC2)CC1	100	98	1[fluorescence artefact?]	-2[fluorescence artefact?]	nt	87	94	9	1[fluorescence artefact?]
CC(C)Sc1nnc([C@H](C)NC(=O)OC(C)(C)C)o1	120	103	6[fluorescence artefact?]	-6[fluorescence artefact?]	10	98	88	3	0
Fc1ccc2[nH]c3c(N4CCN(Cc5ccc6c(c5)OCO6)CC4)ncnc3c2c1	80	76	7[fluorescence artefact?]	14[fluorescence artefact?]	-8	44	41	14	0
COc1ccc(OC)c(-c2nnc(SCC(=O)N3CCCc4ccccc43)o2)c1	87[fluorescence artefact?]	105	8	5	0	89	100	-1	-12[fluorescence artefact?]
O=C1CSC(c2cn(-c3ccccc3)nc2-c2ccccc2)N1Cc1ccco1 (stereo not drawn)	91	99	-8	-1	1	71	108	-3	-5
Cc1ccc(S(=O)(=O)N2CCN(C(=O)c3ccccc3)C2C(C)C)cc1 (stereo not drawn)	88	86	6[fluorescence artefact?]	6	0	87	88	6	14
Cc1cc(C)c2[nH]c(=O)c(C(c3nnnn3Cc3ccc4c(c3)OCO4)N3CCCCC3)cc2c1 (stereo not drawn)	100	100	-7	-6	nt	76	102	3	-2
O=C(Nc1ccccc1)N(CCCN1CCOCC1)Cc1ccccc1F	100[fluorescence artefact?]	102	0	2	5	91	94	4	13
COC(=O)CSC1=C(C#N)C(c2cccc(OC)c2)CC(=O)N1 (stereo not drawn)	70	101	-7[fluorescence artefact?]	-4	-8	53	83	-3	-4
COc1ccc(OC)c2sc(N3CCN(c4ccccc4)CC3)nc12	101	96	-30	-29	nt	65	92	6	4
O=C(Nc1ccccn1)c1cccc(S(=O)(=O)N2CCCCC2)c1	98	103	-1	-3	-7	106	117	1	3
Cn1c(=O)[nH]c(=O)c2c1ncn2CCN1CCCCC1	110	107	1	-12	-6	107	98	-9	6
CCCc1nc(C)c(-c2ccc(OC)c(OC)c2)c(=O)[nH]1	168	109	-5	-15	5	96	100	6	-1
O=C(Nc1cccnc1)C1CC(c2ccc(Cl)c(Cl)c2)=NO1 (stereo not drawn)	82[fluorescence artefact?]	90	-3	-3	11	120	100	-1	0
COC(=O)c1ccc(CN2C(=O)c3ccccc3S2(=O)=O)cc1	114	91	-8	-15	nt	100	104	2	-5
CCc1nc2ccccc2n1CC(=O)N1CCN(S(=O)(=O)c2cccc(C(F)(F)F)c2)CC1	85	98	6	24	12	78	94	3	0
CC(=O)Nc1ccc(SCC(=O)N(CCC#N)c2ccc(C)cc2)cc1	108	109	0	-7	-2	33*	99	6	-3
CSC1=NC2(CCCCC2)C2=C(CCCC2)N1	89[fluorescence artefact?]	102	5[fluorescence artefact?]	4	nt	100	94	8	4[fluorescence artefact?]
Oc1ccc(N2CCN(c3ncnc4sc5c(c34)CCC5)CC2)cc1	79	66	16[fluorescence artefact?]	13	nt	74	63	5	-8
O=C(CCc1ccccc1)N1CCN(c2ccc(Cl)cc2)CC1	101	110	11	-8	0	113	101	-5	5
O=C(CCNS(=O)(=O)c1ccc(Br)cc1)NCc1ccc2c(c1)OCO2	122[fluorescence artefact?]	94	-6	1	nt	88	91	8	-1
CCCCCC(=O)NC(NC(=S)N1CCOCC1)C(Cl)(Cl)Cl (stereo not drawn)	105	92	-1	-5[fluorescence artefact?]	-19	102	97	7	-1

Of the compounds above, these have an aryl methoxy group.
SMILES	ERa SRC1 pot	Fibroblast inh	ERa coact inh	ERb SRC1 inh	sEH act	H69AR growth 86K	HUVEC inhibit	Calb biofilm kill	Smad3 FoxH1 inh
COc1ccc(OC)c(-c2nnc(SCC(=O)N3CCCc4ccccc43)o2)c1	87[fluorescence artefact?]	105	8	5	0	89	100	-1	-12[fluorescence artefact?]
COC(=O)CSC1=C(C#N)C(c2cccc(OC)c2)CC(=O)N1 (stereo not drawn)	70	101	-7[fluorescence artefact?]	-4	-8	53	83	-3	-4
COc1ccc(OC)c2sc(N3CCN(c4ccccc4)CC3)nc12	101	96	-30	-29	nt	65	92	6	4
CCCc1nc(C)c(-c2ccc(OC)c(OC)c2)c(=O)[nH]1	168	109	-5	-15	5	96	100	6	-1

The listing continues.
SMILES	ERa SRC1 pot	Fibroblast inh	ERa coact inh	ERb SRC1 inh	sEH act	H69AR growth 86K	HUVEC inhibit	Calb biofilm kill	Smad3 FoxH1 inh
O=C1N=C(N2CCOCC2)S/C1=C1\C(=O)N(Cc2ccccc2)c2ccc(Br)cc21	34[fluorescence artefact?]	103	93*[fluorescence artefact?]	44[fluorescence artefact?]	nt	60	81	7	-4
Cc1ccc(C)c(-n2c(SCC(=O)Nc3nnc(C)s3)nnc2-c2ccoc2C)c1	126	94	-3	-6	-7	57	100	6	1
O=C(CCNC(=O)Cn1cnc2ccccc2c1=O)NCC1COc2ccccc2O1 (stereo not drawn)	102	109	1	6[fluorescence artefact?]	nt	92	91	10	-4
COc1ccc(C(=O)O)cc1S(=O)(=O)Nc1cccc(C)c1	111[fluorescence artefact?]	99	-2	-5	4	99	92	7	1
COc1cc(OC)nc(NC(=O)CN2CCN(c3ccc(F)cc3)CC2)n1	101	98	-47	-20	0	82	116	5	12
Cc1ccc(NC(=O)NCCCN2CCOCC2)cc1	110[fluorescence artefact?]	104	1	3	6	nt	107	6	-6
Cc1cc(O)c(-c2cc(C(=O)NCc3ccc4c(c3)OCO4)[nH]n2)cc1C	140[fluorescence artefact?]	103	5	8[fluorescence artefact?]	7	99	102	3	0
CC1Cn2c(nnc2-c2cc3ccccc3cc2O)S1 (stereo not drawn)	118	110	3[fluorescence artefact?]	3[fluorescence artefact?]	4	87	99	3	5
CCc1ccccc1S(=O)(=O)Cc1ccc(C(=O)NC(C)C)o1	101	106	2	-7	3	93	92	6	2
Cc1ccc(N2CCN(c3ccc(C)cc3)C2c2ccncc2)cc1	41	105	-2	2	12	89	98	3	9
CCOC(=O)c1c(NC(=O)CSc2n[nH]c(-c3ccco3)n2)sc(C)c1C	103	96	3	0[fluorescence artefact?]	4	80	89	7	3
COc1ccc(C2C(C#N)=C(N)OC3=C2C(=O)CC(C)C3)c(OC)c1OC (stereo not drawn)	95	103	-5	-5	-6	93	98	nt	3
O=C(N1CCOCC1)N(Cc1ccccc1)c1ccccn1	118	106	-1	-2	13	89	98	6	3
CCN1CC2=C(OC(N)=C(C#N)C2c2cccs2)/C(=C\c2cccs2)C1 (stereo not drawn)	111	90	15	15	-17	60	66	-3	-3
c1cncc(CNc2ccc3c(c2)OCO3)c1	85	94	-1	-6	-1	80	94	10	3
COc1ccc(C2C(C(=O)NCc3ccccn3)c3ccccc3C(=O)N2C)cc1OC (stereo not drawn)	114	110	-28	-22	5	88	96	0	0
COc1ccc(Cl)cc1C(=O)Nc1ccc2c(c1)OCO2	91	84	3	10	12	82	73	7	-8
c1coc(CSCc2cn3cccnc3n2)c1	93	100	1	8	nt	101	101	1	4
CC1(C)CC(=O)C2=C(C1)N(c1ccccc1)C(N)=C(C#N)C2c1ccsc1 (stereo not drawn)	79	91	2	0	13	51	80	3	10[fluorescence artefact?]
CCC1CCCCN1S(=O)(=O)c1ccc(C(=O)Nc2nnc(-c3ccccc3Cl)o2)cc1 (stereo not drawn)	115	64	2	9	-20	20*	57	6	7
O=C1OCCC1Sc1ncnc2sc3c(c12)CCC3 (stereo not drawn)	98	109	5	-8	-7	99	98	9	3
CC(C)(C)n1nnnc1C(c1cccs1)N(Cc1cccnc1)Cc1ccco1 (stereo not drawn)	102	92	-2	-4	5	89	106	7	-2
Cc1ccc(Cl)cc1N1CCN(C(=O)CN2C(=O)c3cccc4cccc2c34)CC1	168	104	-7[fluorescence artefact?]	-10[fluorescence artefact?]	-4	77	75	6	7[fluorescence artefact?]
O=C(COC(=O)CCC(=O)c1cccs1)Nc1cccc(S(=O)(=O)N2CCOCC2)c1	100	97	-5	-3	-6	92	85	8	-7
COCCNC(=O)C(c1cccs1)N(C(=O)Cn1nnc2ccccc21)c1cccc(C(C)=O)c1 (stereo not drawn)	106	103	-6	10	-7	88	104	11	7[fluorescence artefact?]
COc1cc(CC(=O)Nc2ccc(S(=O)(=O)Nc3ncccn3)cc2)cc(OC)c1OC	104	97	-4	-6	13	79	98	8	4
COc1ccc(-c2c3c(nc4sc(C(=O)Nc5ccccc5)c(N)c24)CCC3)cc1	185	80	68*[fluorescence artefact?]	24	5	30*	43	4	6[fluorescence artefact?]
Cc1cc(N2CCN(S(=O)(=O)c3ccc(Cl)cc3)CC2)c2ccccc2n1	65	101	-2	-5	-9	71	85	9	7
CCc1nc(SCC(=O)NCc2ccccc2)c2c(=O)n(C)c(=O)n(C)c2n1	132[fluorescence artefact?]	94	36[fluorescence artefact?]	32[fluorescence artefact?]	-10	27*	87	14	-2
COc1cccc(NC(=O)CCSc2nnc3scc(-c4ccccc4)n23)c1	nt	110	nt	nt	nt	98	92	11	nt
O=C(CC(C(=O)N1CCc2ccccc21)n1ccnc1)NCC1CCCO1 (stereo not drawn)	125	88	-8	-8	-5	88	94	3	10[fluorescence artefact?]
NC(=S)N/N=C/c1ccc(-c2ccc(Cl)c(Cl)c2)o1	57[fluorescence artefact?]	81	-4	-3	13	51	69	0	0
CCC1Sc2ccccc2N(CC(=O)NCCC2=CCCCC2)C1=O (stereo not drawn)	90[fluorescence artefact?]	96	0	0	-56	81	101	0	-9
C=CCn1c(NC(=O)c2ccc(Br)o2)c(S(=O)(=O)c2ccccc2)c2nc3ccccc3nc21	98[fluorescence artefact?]	113	-3	4	-31	101	88	11	11
O=C(Nc1ccc2c(c1)OCO2)Oc1ccccc1	98	93	-1	4	-22	96	90	8	-3
O=C(C(Cc1ccccc1)NS(=O)(=O)c1cccc2cccnc12)N1CCc2ccccc21 (stereo not drawn)	108[fluorescence artefact?]	85	-2	-3	-16	59	99	11	-6
COC(=O)c1ccc2c(=O)n(CCN3CCOCC3)c(SCC(=O)C(C)(C)C)nc2c1	786*[fluorescence artefact?]	106	9[fluorescence artefact?]	4[fluorescence artefact?]	-11	73	78	7	-2
CCOc1ccc(Nc2oc(-c3ccco3)nc2C#N)cc1	128	94	-8	-2	nt	91	97	2	8
CCOc1ccc(OCC)c(NC(=O)CN2CCN(c3cccc(C)c3)C(C)C2)c1 (stereo not drawn)	112	76	-3	-9	-4	19*	63	6	-1
CCC(C(=O)O/N=C(\N)c1ccc(C)cc1)c1ccccc1 (stereo not drawn)	109	93	1	1	-3	53	86	-4	20
CCC(=O)N(Cc1cc2ccccc2[nH]c1=O)C(C)C	98	100	2	5[fluorescence artefact?]	17	91	95	5	13
O=C1C2C3C=CC(C3)C2C(=O)N1c1ccc2ccccc2n1 (stereo not drawn)	104[fluorescence artefact?]	98	-8	-10	-1	80	89	1	3
COC(=O)c1ccsc1NC(=O)C1=COCCO1	100	105	-5	4	0	74	104	11	-5
CC(C)NC(=O)c1cnc(N2CCN(c3ccccn3)CC2)c2ccccc12	112	101	-5	-8	-5	79	107	2	-3
